# M. tuberculosis = growth inhibition of non-replicating M. tuberculosis (AID 488890) | inhibition, % at 25 µM; hits with a dose series show IC50 in µM | 320,000 tested, 0.39% active | Mycobacterium tuberculosis non-replicating, growth inhibition; higher % means a stronger effect; in the data active = a potency from the dose series; inconclusive = inhibition mostly from about 82% at the one dose, without a potency; inactive = the rest, 99 in 100 with inhibition below about 76%;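 also: plate controls were DMSO cells for no effect and high antibiotic wells for full effect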
# M. tuberculosis HTS = M. tuberculosis growth inhibition, HTS (AID 449762). M. tuberculosis H37Rv growth inhibition, 7H9 media; higher % means a stronger effect. inhibition, % at 25 µM, or IC50 in µM where a hit was titrated. 330,000 tested, 0.59% active; in the data active = a potency from the dose series; inconclusive = inhibition above about 70% without an active follow-up result;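 also: bacterial growth assessed after seven days of incubation; strong numbers were not always called active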
# VEEV TC-83 Vero = inhibitors of VEEV TC-83 cytopathic effect, confirmation, Vero cells (AID 588727); Vero cells, VEEV TC-83 cytopathic effect inhibition; higher % means a stronger effect; 350,000 tested, 0.13% active; inhibition, % at 20 µM, or IC50 in µM where a hit was titrated; in the data active = a potency from the dose series; inconclusive = inhibition mostly from about 14% at the one dose, without a potency; inactive = the rest, 99 in 100 with inhibition below about 12%; also: strong numbers were not always called active
# H1N1 NS1A inhibition = H1N1 influenza NS1A inhibitors, functional cell based assay (AID 504329); inhibition, % at 12.5 µM; hits with a dose series show IC50 in µM; NS1A functional cell-based assay, percent inhibition; higher % means a stronger effect; 340,000 tested, 0.3% active; in the data active = a potency from the dose series; inconclusive = inhibition above about 27% without an active follow-up result; also: strong numbers were not always called active
# Salmonella PhoP GFP = PhoP regulon inhibitors, Salmonella typhi PhoP promoter GFP reporter, confirmatory (AID 1850). Salmonella Typhi PhoP-promoter GFP reporter, fluorescence, 4 h; higher % means a stronger effect. inhibition, % at 50 µM, or IC50 in µM where a hit was titrated. 310,000 tested, 0.33% active; in the data active = a potency from the dose series; inconclusive = inhibition mostly from about 25% at the one dose, without a potency; inactive = the rest, 99 in 100 with inhibition below about 19%;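 also: 0% = induced wells with vehicle and 100% = uninduced wells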
# An asterisk follows results filed as active; i = inactive; ? = inconclusive; / = no result given.
Structure | Salmonella PhoP GFP | VEEV TC-83 Vero | M. tuberculosis HTS | H1N1 NS1A inhibition | M. tuberculosis
COc1ccc(CNC(=O)CN(C)S(=O)(=O)c2ccc3c(c2)OCCO3)cc1OC | / | i | -13% | -7% | -3%
CNc1nc2ccccc2n1/N=C/c1cccc(OC)c1OC | 0% | 1.3% | / | 4% | /
COC(=O)c1sc(NC(=O)CSc2nc3cccnc3n2C)nc1C | 7% | 3.2% | 0% | -6% | -1%
N#CCCN(C(=O)COC(=O)/C=C/c1cccs1)c1ccccc1 | / | 0.3% | 3% | 0% | 4%
N#CCC(=O)N/N=C\c1cc(Br)ccc1OC/C=C/c1ccccc1 | -3% | 3.3% | -4% | -6% | 10%
CCOc1ccc(-c2cc(C)[n+](CCN(CC)CC)c(-c3ccc(OCC)cc3)c2)cc1 | 38µM* | 1.2% | ? | 13% | ?
O=C(c1ccc(Nc2cccc(C(F)(F)F)c2)nc1)N1CCCC1 | 16% | i | -11% | 1% | 24%
Cc1ccc(CNS(=O)(=O)c2ccc3oc(C(=O)O)c(C)c3c2)cc1 | -13% | 3.7% | -7% | 1% | -3%
O=C(CCc1c[nH]c2ccccc12)OCC(=O)N1CCN(S(=O)(=O)c2ccccc2)CC1 | 13% | 0.5% | 43% | -12% | 21%
COc1cc(/C=C/C(=O)Nc2cc(C(F)(F)F)ccc2Cl)cc(OC)c1OC | 2% | 8.1% | 1% | -11% | 14%
CCOC(=O)C1=C(COC(=O)CCOc2ccc(C)cc2)NC(=O)NC1C (centres undefined) | -1% | 2.4% | -4% | 0% | 42%
Cc1cc2oc(=O)cc(COC(=O)c3n[nH]c4ccccc34)c2cc1C | 10% | 3.0% | -2% | -1% | -7%
CCN(CC)C(=O)CC(c1ccc2c(c1)OCO2)c1c(OC)cc(OC)c2ccc(=O)oc12 (centres undefined) | -2% | 10.0% | 4% | -21% | 10%
CCc1nnc(NC(=O)CCC(=O)NC2CCCCC2)s1 | -12% | 0.0% | 0% | -6% | 9%
COc1ccc(NC(=O)Nc2nnc(Cc3ccc(F)cc3)s2)cc1 | -1% | 2.8% | -2% | 3% | 2%
CCOC(=O)CC(NCc1ccc(OC)c(OCC)c1)c1ccc(C)cc1 (centres undefined) | 0% | i | 4% | -1% | -35%
CN(C)c1cc[n+](CC(=O)Nc2cc(C(F)(F)F)ccc2Cl)cc1 | 20% | i | 9% | -15% | 9%
Cc1ccsc1CN(C)C(=O)CN1C(=O)NC2(CCCCC2C)C1=O (centres undefined) | / | i | -2% | -20% | 3%
CCOc1ccc(CC2NCCc3cc(OCC)c(OCC)cc32)cc1OCC (centres undefined) | -1% | i | 8% | 2% | 53%
COc1cc(/C=C/C(=O)c2ccc(C)c([N+](=O)[O-])c2)cc(OC)c1O | 0% | 13% | -13% | 4% | -8%
Cc1cc(C)c(Nc2ncccc2C(=O)O)c(C)c1 | -5% | 0.1% | -7% | -10% | 0%
COc1cc(C(CC(=O)Nc2cccc(C)n2)N2Cc3ccccc3C2=O)cc(OC)c1OC (centres undefined) | -6% | i | 3% | 20% | 14%
CSc1cccc(N2CC(C(=O)NCCN3C(=O)S/C(=C\c4cccnc4)C3=O)CC2=O)c1 (centres undefined) | 0% | 4.4% | 2% | -3% | -5%
CC(CCN1CCN(c2ccccn2)CC1)c1ccccc1 (centres undefined) | -5% | i | 0% | -8% | 22%
O=C(Nc1ccc2c(c1)OCCO2)Nc1ccc2c(c1)OCO2 | -2% | 1.4% | 4% | -4% | 39%
CCn1c(C(=O)NC(C)c2ccc3c(c2)OCCO3)cc2sccc21 (centres undefined) | -8% | 1.6% | -8% | 16% | 8%
COc1ccccc1/C=C/C1=NC(=C\C=C/c2ccccc2)/C(=O)O1 | 0% | 2.5% | >100µM* | 4% | ?
Cc1cc(C)cc(NC(=O)CSc2nnc(NC(=O)C3CC3)s2)c1 | 6% | 2.1% | 0% | -6% | -3%
COC(=O)/C(N=Nc1cccc(C(F)(F)F)c1)=C(\C)O | 9% | 2.7% | -10% | 13% | -2%
Cc1noc(C)c1CSc1ccc2ccccc2n1 | 8% | i | 1% | -1% | 11%
COc1cccc(-c2cc3nc4c(c(NCC(C)(C)CN(C)C)n3n2)CCCC4)c1 | 4% | 2.5% | 22µM* | 23% | i
CC1CCCN(c2ccc(N)cc2C(N)=O)C1 (centres undefined) | -2% | 0.9% | -1% | -14% | 1%
NC(=O)[C@@H]1CCCN1Cc1nc(-c2ccccc2)no1 | 4% | 0.8% | -6% | 1% | -2%
Cc1cc(C(=O)NP(=O)(N2CC(C)OC(C)C2)N2CC(C)OC(C)C2)c(C)n1C1CC1 (centres undefined) | -2% | i | -11% | 4% | -4%
COc1ccc2c(c1)c(C(=O)CNc1nc(C)cs1)c(C)n2C | -2% | 7.2% | 8% | 16% | 9%
CCOc1ccccc1NC(=O)c1cc(C(=O)c2cc(OC)ccc2O)coc1=N | -1% | 13% | 0% | -1% | 5%
CCCOC(=O)NC1C(NC(=O)OCCC)N(C)C(=O)N1C (centres undefined) | 2% | 0.8% | 1% | -7% | 2%
CC(C)c1ccc(CN(C(=O)c2cc3ccccc3oc2=O)C2CCS(=O)(=O)C2)cc1 (centres undefined) | -5% | i | 4% | 0% | 12%
CS(=O)(=O)N(CC(=O)N1CCCC1)c1ccc(Cl)cc1Cl | 6% | 0.3% | 0% | 4% | -5%
c1ccc2c(c1)CSc1ccccc1N2 | 3% | i | 23% | / | -4%

# An excerpt of these results, with values under each structure:
# Results follow in this order: Salmonella PhoP GFP, VEEV TC-83 Vero, M. tuberculosis HTS, H1N1 NS1A inhibition, M. tuberculosis
Cc1noc(C)c1CSc1ccc2ccccc2n1
→ 8%, i, 1%, -1%, 11%
COc1cccc(-c2cc3nc4c(c(NCC(C)(C)CN(C)C)n3n2)CCCC4)c1
→ 4%, 2.5%, 22µM*, 23%, i
CC1CCCN(c2ccc(N)cc2C(N)=O)C1 (centres undefined)
→ -2%, 0.9%, -1%, -14%, 1%
NC(=O)[C@@H]1CCCN1Cc1nc(-c2ccccc2)no1
→ 4%, 0.8%, -6%, 1%, -2%
Cc1cc(C(=O)NP(=O)(N2CC(C)OC(C)C2)N2CC(C)OC(C)C2)c(C)n1C1CC1 (centres undefined)
→ -2%, i, -11%, 4%, -4%
COc1ccc2c(c1)c(C(=O)CNc1nc(C)cs1)c(C)n2C
→ -2%, 7.2%, 8%, 16%, 9%

# Next records:
Structure | Salmonella PhoP GFP | VEEV TC-83 Vero | M. tuberculosis HTS | H1N1 NS1A inhibition | M. tuberculosis
CC(c1ccccn1)N(C)C(=O)c1ccc2nc(Cc3cccc(Cl)c3)oc2c1 (centres undefined) | -15% | 8.2% | 2% | -1% | 26%
CCNC(=S)NNC(=O)c1ccccn1 | ? | 2.3% | -1% | 1.6µM* | -12%
O=C(Cn1c(=O)[nH]c2ccsc2c1=O)NC1CCCCCC1 | -3% | 1.7% | 8% | 1% | 2%
CC(=O)NS(=O)(=O)c1ccc(NC(=O)/C=C/c2cn(-c3ccccc3)nc2-c2ccccc2)cc1 | -7% | 12% | 34% | -3% | 8%
CC(C)n1c(C(O)c2ccccc2)nc2ccccc21 (centres undefined) | -5% | 0.4% | 1% | -5% | 30%
CCCOCn1cc(F)c(=O)[nH]c1=O | 1% | i | 1% | -10% | -10%
O=c1c2ccccc2nc(-c2ccco2)n1-c1ccncc1 | -11% | 0.7% | 2% | -4% | 0%
CCOC(=O)c1c(-c2ccc(C)cc2)cn2ccccc12 | 6% | 3.3% | -1% | -11% | 11%
COc1ccc(-c2ccc(-c3noc(-c4cccs4)n3)c(OC)n2)cc1 | -10% | 1.3% | 6% | 0% | 5%
CCn1c(Cn2nnc(-c3ccccc3)n2)nnc1SCC(=O)Nc1ccccc1 | -13% | 0.3% | -6% | 0% | -2%
Cc1ccc(OCC(=O)NCc2n[nH]c(=O)c3ccccc23)cc1 | -1% | 2.1% | 5% | -11% | -8%
CCOC(=O)c1cc(C)nc(N2CCCCC2)c1C#N | 9% | 2.9% | -5% | -15% | 39%
Cc1cc(=O)n(CNC(=O)c2ccccc2)c(=S)[nH]1 | 3% | 0.4% | -11% | -8% | -10%
COc1ccc(C(C#N)N2CCCCCC2)cc1OC (centres undefined) | -6% | i | -1% | 1% | 2%
Cc1noc(C)c1CSc1nc2ccccc2[nH]1 | 8% | 1.5% | -8% | 3% | -8%
O=C(Nc1cc(-c2ccccc2)sc1C(=O)O)c1cccc(F)c1 | -7% | 1.5% | 59% | 20% | 48%
FC(F)(F)c1nnc2ccc(NCc3cccnc3)nn12 | -5% | 1.6% | -5% | -5% | -5%
Cn1c(=O)c2c(SCC(=O)N3CCCCC3)nc(-c3ccccc3F)nc2n(C)c1=O | 9% | 8.5% | 11% | 2% | 16%
COc1ccc(N2CC(C)Cn3c2nc2c3c(=O)n(CCN3CCOCC3)c(=O)n2C)cc1 (centres undefined) | 5% | 1.7% | 1% | -3% | 0%
O=S(=O)(NCc1csc(-c2cccnc2)n1)c1ccc2c(c1)OCCO2 | -2% | 2.5% | -5% | -6% | 26%
O=C(CNC(=O)c1ccc(Cl)cc1Cl)NCC1CCCO1 (centres undefined) | -4% | 0.7% | -1% | -7% | 0%
Cc1ccccc1C(=O)NC(CC(C)C)C(=O)NCC(C)(C)N1CCOCC1 (centres undefined) | / | i | -7% | -6% | 1%
O=C(NCCOc1ccccc1)C(=O)c1c[nH]c2ccccc12 | -10% | 2.5% | 8% | 3% | 9%
CCCNC(=O)C(Cc1cccc(C#N)c1)NC(=O)c1cccc([N+](=O)[O-])c1 (centres undefined) | / | i | -4% | -12% | -10%
CCC(C)NC(=O)c1c(N)n(/N=C/c2cccnc2)c2nc3ccccc3nc12 (centres undefined) | 4% | i | 28% | -38% | 5%
COCCN1CCN(C(=O)c2cc(COc3ccc(F)cc3Cl)on2)CC1 | -3% | 1.0% | -9% | -6% | -4%
Clc1ccc(CN2C3=NCCCN3c3ccccc32)cc1 | -1% | 0.8% | -5% | 5% | i
COc1ccc(C(=O)NC(Cc2c[nH]c3ccccc23)C(=O)O)cc1 (centres undefined) | -8% | 0.7% | 0% | 0% | -9%
Cc1ccc(S(=O)(=O)N2CCN(C(=O)C(F)(F)F)C2c2ccc(N(C)C)cc2)cc1 (centres undefined) | 9% | i | 3% | -4% | -6%
COc1ccc(C(=O)N2CCN(C(=O)CC(C)C)CC2)cc1OC | -9% | 0.5% | -1% | 2% | 2%
CCOC(=O)c1c(C)n(CC(COC(C)=O)OC(C)=O)c2ccc(OC(C)=O)cc12 (centres undefined) | 9% | 4.0% | -20% | -3% | 10%
O=C(C1=C[C@@H](c2csc3ccccc23)C[C@@H](OCc2ccc(CO)cc2)O1)N1CCN(Cc2ccccc2)CC1 | -4% | 0.4% | 67% | 12% | 27%
Cc1nnc(SCc2nnc(-c3ccccc3)o2)n(N)c1=O | 6% | 1.8% | -3% | 15% | -10%
Fc1ccc(Br)cc1C1C=C(c2cccnc2)Nc2ncnn21 (centres undefined) | 32% | 11% | 0% | 27% | /
COC(=O)c1cn(CC(=O)Nc2ccccc2C)c2ccccc12 | -2% | i | 2% | -1% | -2%
Cn1c(CNC(=O)CNC(=O)c2ccc(C(C)(C)C)cc2)cc(=O)n(C)c1=O | 4% | 1.7% | -1% | -13% | -4%
CN1C(=O)c2oc3ccccc3c(=O)c2C1c1ccccn1 (centres undefined) | -7% | 1.3% | 6% | 0% | 19%
Cc1ccc(CSc2nnc(SCC(=O)N/N=C/c3c(C)nn(-c4ccccc4)c3C)s2)cc1 | -2% | 1.7% | -4% | 6% | 77%
N#Cc1sc2nc(N3CCCCC3)c3c(c2c1N)CCCC3 | -3% | 24% | -2% | 0% | -8%
O=C(OCC(=O)c1ccccc1)C1=NN(c2ccccc2)C(=O)CC1 | / | i | -7% | -4% | 5%
CCOC(=O)C(C)C(C)=O (centres undefined) | / | 1.4% | -10% | -5% | 0%
CCN(C(=O)CSc1nnc(-c2ccc(OC)cc2)n1C(C)C)C1CCS(=O)(=O)C1 (centres undefined) | / | 1.5% | 1% | -17% | -4%
CNc1nc(N)c(C(=O)C(C)(C)C)s1 | 1% | i | -7% | -3% | -7%
COc1ccc2c(c1)CCC1C2CCC2(C)C(O)C(=O)CC12 (centres undefined) | / | 1.7% | / | -17% | /
COc1ccc([N+](=O)[O-])cc1NC(=O)COC(=O)c1ccccc1C(=O)c1ccccc1 | -5% | i | 5% | 2% | -7%
CCCN=Cc1c(CCC)[nH]n(-c2nc3ccccc3s2)c1=O | 0% | 1.2% | 12% | 2% | 20%

# Sorted by heavy-atom count (falling): some entries from above
Structure | Salmonella PhoP GFP | VEEV TC-83 Vero | M. tuberculosis HTS | H1N1 NS1A inhibition | M. tuberculosis
COc1ccc([N+](=O)[O-])cc1NC(=O)COC(=O)c1ccccc1C(=O)c1ccccc1 | -5% | i | 5% | 2% | -7%
CCCN=Cc1c(CCC)[nH]n(-c2nc3ccccc3s2)c1=O | 0% | 1.2% | 12% | 2% | 20%
CNc1nc(N)c(C(=O)C(C)(C)C)s1 | 1% | i | -7% | -3% | -7%
